Screening results (PubChem BioAssay)
Epigenetic reg = Quantitative High-Throughput Screen for Regulators of Epigenetic Control. murine LDR cells, GFP reporter derepression, 30 h. Potency, µM (top dose mostly 53.9 µM), inactives show top-dose GFP activation, actives largely listed as activators. 280,000 tested, 0.2% active; note: % of control where 0% means no effect; nearly all actives have a fitted effect of over 60% in size
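Derepression of a silenced CMV-GFP reporter in murine LDR cells is scored by enumerating GFP-positive cells with a laser-scanning microplate cytometer after 30 hours of treatment at 37 C.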
ALDH1A1 inh = qHTS Assay for Inhibitors of Aldehyde Dehydrogenase 1 (ALDH1A1); 220,000 tested, 7.3% active; Potency, µM (titrated, usually from 75.3 µM), without a hit: at the highest dose activity, negative = inhibition, usual class: inhibitors; Purified ALDH1A1, NADH fluorescence, propionaldehyde substrate; AID 1030, 2008; Aldehyde dehydrogenase 1A1 (Homo sapiens), P00352; active = well fitted inhibition curve with a large enough effect, not every such curve was filed as active; inconclusive = small, poorly fitted or top-dose-only effect, or another doubt; inactive = no such curve, though single readings can be large or run the other way;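 note: plate controls were no enzyme wells and a reference inhibitor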
Target sequence (P00352 whole entry, looked up): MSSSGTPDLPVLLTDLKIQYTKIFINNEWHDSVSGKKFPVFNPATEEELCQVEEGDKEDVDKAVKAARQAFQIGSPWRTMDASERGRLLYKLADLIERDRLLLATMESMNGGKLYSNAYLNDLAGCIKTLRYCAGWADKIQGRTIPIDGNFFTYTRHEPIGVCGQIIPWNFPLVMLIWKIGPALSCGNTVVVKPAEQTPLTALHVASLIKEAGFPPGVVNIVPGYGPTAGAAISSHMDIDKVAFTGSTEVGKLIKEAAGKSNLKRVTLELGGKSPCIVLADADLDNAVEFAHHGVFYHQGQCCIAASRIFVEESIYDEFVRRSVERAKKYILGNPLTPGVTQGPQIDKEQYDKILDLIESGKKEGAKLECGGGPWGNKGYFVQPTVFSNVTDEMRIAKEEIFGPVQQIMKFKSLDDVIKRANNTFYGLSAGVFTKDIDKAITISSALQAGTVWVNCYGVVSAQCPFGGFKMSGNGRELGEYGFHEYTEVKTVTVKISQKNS
GAA glycogen = qHTS Assay for Inhibitors and Activators of Human alpha-Glucosidase Cleavage of Glycogen; Lysosomal alpha-glucosidase (Homo sapiens), P10253; recombinant GAA, glycogen substrate, Amplex Red glucose oxidase fluorescence; Potency, µM (series often up to 76.4 µM), without a hit: at the top dose activity change, negative = inhibition, hits mostly inhibitors; 300,000 tested, 0.38% active; AID 2100, 2009;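 note: 0% = full enzyme reaction and -100% = no-enzyme basal signal; the screen sought inhibitors and activators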
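qHTS, 1536-well; enzyme 4 nM final; cpd up to 77 uM; substrate bovine liver glycogen 30 ug; 50 mM citrate/phosphate pH 5.0, 0.01% Tween-20; 37 C, 40 min; Amplex Red detection 45 min RT; Hill fit → AC50.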
GAA spleen mod = qHTS Assay for Inhibitors and Activators of Human alpha-Glucosidase From Spleen Homogenate | human spleen homogenate, 4-MU-alpha-glucoside fluorescence | Potency, µM (doses to about 79.9 µM), without a hit: top-dose activity change, negative = inhibition, actives largely listed as inhibitors | 240,000 tested, 0.006% active | Lysosomal alpha-glucosidase (Homo sapiens), P10253;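 note: 0% = enzyme with vehicle and -100% = no enzyme basal signal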
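AC50 values come from Hill-equation fits of concentration-response data, normalized to no-enzyme and full-activity controls. Enzyme source: 1 ug human spleen homogenate; 1 mM fluorogenic 4-MU glucoside, pH 5.0 citrate buffer, 37 C, 40 min.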
aGal spleen mod = qHTS Assay for Inhibitors and Activators of Human alpha-Galactosidase From Spleen Homogenate. Alpha-galactosidase A (Homo sapiens), P06280. human spleen homogenate, 4MU-alpha-Gal fluorescence, 40 min. Potency, µM (highest dose often 80 µM), for the others: top-dose activity change, negative = inhibition, hits mostly inhibitors. 240,000 tested, 0.008% active. AID 2107, 2009;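 note: 0% = enzyme with vehicle and -100% = no enzyme basal signal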
Target sequence (P06280 32-429 limits assumed): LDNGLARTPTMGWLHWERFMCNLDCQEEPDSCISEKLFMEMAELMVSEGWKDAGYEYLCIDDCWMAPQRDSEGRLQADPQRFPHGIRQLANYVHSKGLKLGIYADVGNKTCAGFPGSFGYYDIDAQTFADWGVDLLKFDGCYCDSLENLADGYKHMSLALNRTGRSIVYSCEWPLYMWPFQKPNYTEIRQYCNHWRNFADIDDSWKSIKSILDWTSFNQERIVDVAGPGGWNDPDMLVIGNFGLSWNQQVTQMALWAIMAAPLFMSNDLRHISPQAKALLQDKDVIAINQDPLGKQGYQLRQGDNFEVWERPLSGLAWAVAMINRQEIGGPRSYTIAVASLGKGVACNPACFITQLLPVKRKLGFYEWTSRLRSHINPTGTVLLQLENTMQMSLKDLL
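Human spleen homogenate (1 ug) as enzyme source, 4-methylumbelliferyl-alpha-D-galactopyranoside 1 mM final, citrate/phosphate pH 5.0 with 0.01% Tween-20. Compounds 40 min at 37C, NaOH/glycine stop; fluorescence Ex 365/Em 440, Hill-fit AC50.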
GAA inhib = qHTS Assay for Inhibitors of Human alpha-Glucosidase as a Potential Chaperone Treatment of Pompe Disease | Lysosomal alpha-glucosidase (Homo sapiens), P10253 | purified human GAA, 4-MU-alpha-glucoside fluorescence | Potency, µM (highest dose often 76.9 µM), for inactives: at the top dose activity change, negative = inhibition, hits mostly inhibitors | 200,000 tested, 0.005% active | AID 1466, 2008;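 note: plate controls were uninhibited enzyme wells for no effect and no-enzyme background for full effect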
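Human alpha-glucosidase, 4 nM, pre-mixed with test compounds before 400 uM 4-methylumbelliferyl substrate; 20 min room temperature at pH 5.0. Fluorescence read after pH 10 stop; AC50 values from Hill-equation fits.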
NPSR antag = qHTS Assay for Antagonists of the Neuropeptide S Receptor: cAMP Signal Transduction. Q6W5P4. CHO-NPSR cells, cAMP TR-FRET, antagonist mode. Potency, µM (highest dose often 38.3 µM), inactives show at the top dose activity change, negative = inhibition, usual class: inhibitors. 220,000 tested, 1% active; note: % is set by controls: 0 for no effect and ±100 for the full control effect; nearly all actives have a fitted effect of over 50% in size; many of its hits are not listed in these tables
Tau fluor counter = Counterscreen qHTS for Inhibitors of Tau Fibril Formation, Fluorescence Polarization; tau K18 P301L Alexa594 fluorescence, heparin fibrillization; Potency, µM (series often up to 57.7 µM), inactives show at the highest dose activity change, negative = decrease; 280,000 tested, 0.93% active; note: % is set by controls: 0 for no effect and ±100 for the full control effect; nearly all actives have a fitted effect of over 55% in size
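Human tau K18 P301L (15 uM unlabeled, 0.24 uM Alexa 594-labeled) in 100 mM sodium acetate pH 7 with 20 uM heparin, 6 hr at 37 C. ThT 30 uM added, 1 hr ambient; Alexa 594 FP and total fluorescence read at 555/632 nm.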
Numbers without * were called inactive; ? = inconclusive; . = no result given; & = joins results of further samples; [ ] = dose if it differs, or a comment. Unless noted, calls come from the whole dose curve; as a rule, active = well fitted curve in the direction sought with a large enough effect; inconclusive = small, poorly fitted or top-dose-only effect, or another doubt; inactive = no such curve, though single readings can be large; an effect the other way counts as inactive or inconclusive. Potency is the fitted concentration of half-maximal effect.

SMILES	Epigenetic reg	ALDH1A1 inh	GAA glycogen	GAA spleen mod	aGal spleen mod	GAA inhib	NPSR antag	Tau fluor counter
O=C(c1ccccc1)C(Sc1ncn[nH]1)c1ccccc1 (configuration not stated)	-1.2%	?	-12%	-10%	-7%	-9%	-16%[46.1 µM]	-8%
Cc1cc(C)nc(N2CCC(C(=O)NCc3cccs3)CC2)n1	-0.2%	-2%	16%	-5%	-7%	3%	-5%[46.1 µM]	5%
COC(=O)c1[nH]c2ccc(C)cc2c1NC(=O)Nc1ccc(OC)cc1	0.9%	7%	-8%	-1%	16%	?	-10%[46.1 µM]	-25%
CCCn1nnnc1SCC(=O)Nc1nnc(CC)s1	0.0%	2%	3%	10%	6%	-3%	?	5%
CCCCCOC(=O)C1=C(C)Nc2nnnn2C1c1ccccc1Cl (configuration not stated)	0.0%	2µM*	-16%	1%	5%	-3%	?	?
COc1cc(/C=C\C(=O)Nc2cc(=O)n(C)c(=O)n2C)cc(OC)c1OC	3.9%	?	-2%	.	-4%	-9%	-3%	-1%
C=CCc1c(O)nc(SCC(=O)c2ccccc2)[nH]c1=O	-0.9%	0%	-8%	-6%	7%	-4%	-4%[46.1 µM]	-5%
Cc1sc(NC(=O)CSc2nnc(-c3ccccc3)o2)c(C#N)c1C	-1.8%	?	-9%	1%	8%	0%	-13%[46.1 µM]	-9%
Cc1cc(C)n(C(=O)CNC(=O)C2COc3ccccc3O2)n1 (configuration not stated)	-1.0%	10%	4%	2%	2%	-10%	15%	0%
CN1C(=O)c2ccc(C(=O)NC3CCCCC3)cc2C1=O	-1.1%	?	11%	14%	23%	-4%	-1%[46.1 µM]	-10%
CCN1CCN(C(=O)CSCc2nc(-c3ccc(OC)c(OC)c3)oc2C)CC1	0.8%	?	9%	-13%	-6%	-12%	-14%[46.1 µM]	-6%
CCOc1ccc(-c2nnc(NC(=O)c3ccc(OCC(C)C)c(OC)c3)o2)cc1	-0.9%	3%	8%	-11%	-3%	-4%	3%[46.1 µM]	-12%
COc1ccc(-c2cccc(C(=O)Nc3ccccc3C)c2)cc1	-1.0%	?	1%	9%	4%	-1%	-26%	-4%
Cc1cc(C)c2oc(-c3cccc(NC(=O)c4ccc(F)cc4)c3)nc2c1	0.0%	-3%	7%	6%	6%	-1%	-4%[46.1 µM]	-2%
COc1ccc(C(C)=O)cc1COC(=O)c1ccc2c(c1)OCO2	-4.1%	10µM*	-10%	8%	0%	-9%	-18%[46.1 µM]	-16%
C#CCOc1nc(C)cc(C)c1S(=O)(=O)c1ccccc1C	-0.3%	8%	-3%	-2%	0%	2%	-45%	-9%
CCOC(=O)c1ccc(NC(=O)N2CCN(Cc3cccc(F)c3)CC2)cc1	0.0%	-6%	1%	-18%	6%	1%	-23%[46.1 µM]	-15%
CCCn1c(=O)c2[nH]c(-c3ccccc3)nc2n(CCC)c1=O	3.2%&-0.8%	-10%	.	1%&-6%	-12%&12%	.	.	-14%&-3%
S=c1[nH]ccn1Cc1ccccc1	-1.4%	?	0%	-1%	9%	-2%	9%	9%
O=C(Cn1cc(C(=O)c2ccco2)c2ccccc21)NC1CCCC1	-2.6%	-12%	-1%	-13%	7%	-5%	-25%[46.1 µM]	-8%
Cn1c(CCc2ccccc2)n[nH]c1=S	1.7%	15%	-10%	-7%	1%	-7%	-6%	3%
O=C(Nc1ccc(Cc2ccc(NC(=O)C3CC3)cc2)cc1)C1CC1	2.5%	3%	-1%	-1%	-6%	-1%	2%	4%
CN1CCN(C(=S)C(=O)Nc2ccccc2)CC1	2.3%	-12%	10%	1%	-1%	8%	15%	4%
COc1ccccc1-c1noc(-c2ccccc2C(=O)Nc2ccccc2)n1	12%	18%	3%	-4%	0%	-2%	-17%[46.1 µM]	-4%
O=C(O)c1ccc2c(c1)C(=O)N(c1cccc(S(=O)(=O)Nc3cccc(C(F)(F)F)c3)c1)C2=O	-2.6%	-11%	3%	-1%	-1%	-6%	1%	-10%
Cc1[nH]n(-c2ccc(Cl)cc2)c(=O)c1/C=N/c1nnc(-c2ccccc2)s1	0.0%	-8%	-9%	-4%	4%	0%	-7%	-6%
COc1cc(C2NC(=S)NC(O)(C(F)(F)F)C2C(=O)c2cccs2)cc(OC)c1O (configuration not stated)	?	-6%	-16%	-5%	2%	?	5%	4%
COc1ccc(NC2=C(Cl)C(=O)N(c3ccccc3)C2=O)c(OC)c1	-5.8%	?	3%	-7%	-10%	-9%[15.4 µM]	-34%	?
COc1ccccc1NC(=O)c1cnc2n(c1=O)CCS2	0.0%	?	5%	-4%	1%	-4%	-13%[46.1 µM]	6%
CC(C)n1c(NCCc2ccccc2)nc2c1c(=O)n(C)c(=O)n2C	-1.0%	8%	-6%	2%	10%	1%	4%	-8%

A stretch from further up, for reference:
SMILES	Epigenetic reg	ALDH1A1 inh	GAA glycogen	GAA spleen mod	aGal spleen mod	GAA inhib	NPSR antag	Tau fluor counter
COc1cc(C2NC(=S)NC(O)(C(F)(F)F)C2C(=O)c2cccs2)cc(OC)c1O (configuration not stated)	?	-6%	-16%	-5%	2%	?	5%	4%
COc1ccc(NC2=C(Cl)C(=O)N(c3ccccc3)C2=O)c(OC)c1	-5.8%	?	3%	-7%	-10%	-9%[15.4 µM]	-34%	?
COc1ccccc1NC(=O)c1cnc2n(c1=O)CCS2	0.0%	?	5%	-4%	1%	-4%	-13%[46.1 µM]	6%
CC(C)n1c(NCCc2ccccc2)nc2c1c(=O)n(C)c(=O)n2C	-1.0%	8%	-6%	2%	10%	1%	4%	-8%

(cont.)
SMILES	Epigenetic reg	ALDH1A1 inh	GAA glycogen	GAA spleen mod	aGal spleen mod	GAA inhib	NPSR antag	Tau fluor counter
N#CC1=C(N)N(c2ccc(Oc3ccccc3)cc2)C(=O)C1	-6.3%	25µM*	-21%	4%	13%	-8%	-22%[46.1 µM]	-13%
COc1cc(C(=O)Nc2nnc(SC)s2)c([N+](=O)[O-])cc1OC	-2.1%	?	7%	.	-2%	-1%	-6%	-2%
CC(=O)Nc1ccc(SCC(=O)c2c(N)n(Cc3ccccc3)c(=O)n(C)c2=O)cc1	0.2%	.	6%	0%	0%	.	3%	-19%
Cc1ccc(C2=NN(C(=O)CN3C(=O)c4ccccc4S3(=O)=O)C(c3ccco3)C2)cc1 (configuration not stated)	-1.6%	-1%	-3%	0%	3%	-1%	-14%	-9%
NC(=O)C1(NC(=O)[C@@H]2CC3(CC(c4cccc(NC(=O)c5cc([N+](=O)[O-])cc([N+](=O)[O-])c5)c4)=NO3)CN2C(=O)c2ccccc2)CC1 (some centres not stated)	-0.9%	?	3%	-10%	-1%	3%	-6%[46.1 µM]	25µM*[quencher]
COc1ccc(S(=O)(=O)N2CCN(C(=O)Cc3cccs3)CC2)cc1	0.0%	-11%	-3%	-2%	9%	?	-3%[46.1 µM]	-6%
CCNC(=O)c1c(O)c2cccc3c2n(c1=O)CC3	2.9%	?	3%	2%	8%	-14%	-23%[46.1 µM]	-11%
O=C(COc1ccc(Br)cc1)N1CCc2ccccc21	3.7%	.	2%	-3%	-5%	.	-39%	-9%
COc1ccc(N(CC2CO2)S(=O)(=O)c2ccccc2)cc1 (configuration not stated)	0.1%	7%	-6%	-6%	-4%	-5%	-13%	-1%
Cc1cc(C)cc(NC(=O)c2nnn(Cc3cc(C)ccc3C)c2N)c1	-0.8%	0%	-8%	-21%	-7%	?	?	?
CC1=CCC(C(=O)O)(C(=O)N/N=C/c2cccs2)C(c2ccc(F)cc2)C1 (configuration not stated)	1.9%	22%	1%	-8%	-3%	-3%	-11%[46.1 µM]	-3%
N#CCCCSc1nnc(-c2ccccn2)o1	-7.2%	?	-9%	1%	-3%	-6%	3%[46.1 µM]	4%
COc1ccc(/C=C/C(=O)c2c(C)nc3ccccn23)cc1	3.1%	-4%	-14%	-2%	3%	0%	?	-3%
Cn1nc(C(C)(C)C)cc1NC(=O)Nc1ccc(Cl)cc1	-0.3%	.	4%	5%	2%	.	-1%[7.67 µM]	?
COc1ccc(C2CC(c3cccs3)=NN2S(C)(=O)=O)cc1 (configuration not stated)	4.8%	5%	5%	4%	1%	-14%[15.4 µM]	-5%	-7%
CCOC(=O)/C=C1\SCC(=O)N1CC(=O)NC(C)c1ccccc1 (configuration not stated)	0.9%	-4%	5%	-6%	-3%	-9%	6%	8%
Cc1cc(C(=O)Nc2nc(C)c(C(=O)N(C)C)s2)ccc1[N+](=O)[O-]	4.6%	10%	-19%	-2%	-2%	?	3%	-2%
O=C(CC1(O)C(=O)Nc2ccccc21)c1ccccc1 (configuration not stated)	0.0%	-6%	7%	-3%	-9%	-3%	-18%[46.1 µM]	0%
CC(C)c1ccc(Nc2nnc(SCC(=O)c3nnc(-c4ccccc4)o3)s2)cc1	1.1%	?	?	2%	9%	-4%	-7%	?
C/C(=N\NC(=O)c1ccc(O)cc1)c1cc2ccccc2o1	9.2%	-8%	4%	5%	1%	-1%	-11%	-2%
Cc1cccc2c1N1C(=O)c3c(C(=O)O)cccc3C1CC2C (configuration not stated)	2.4%	0%	-12%	10%	1%	5%	-14%[46.1 µM]	-3%
CCCCC(=O)Nc1sc(C(=O)N(CC)CC)c(C)c1C(=O)OC	1.0%	8.9µM*	1%	0%	5%	-4%	?	-9%
Cc1noc(C)c1C(=O)NC(C)C12CC3CC(CC(C3)C1)C2 (configuration not stated)	10%	2%	5%	9%	6%	-2%	-20%	-4%
COc1cc(OC)cc(-c2nc3nc(C)c(CCC(=O)NCc4ccco4)c(C)n3n2)c1	0.0%	?	5%	-1%	3%	0%	-17%[46.1 µM]	-14%
CC(C)(C)c1csc(NC(=O)c2ccc3nccnc3c2)n1	-0.9%	?	-3%	1%	-6%	-1%	0%[46.1 µM]	-13%

Not all compounds are listed, so the mix of outcomes need not match the whole.
